# Pax4 gene expression: Pax4 mRNA upregulation in alpha cells – RT-PCR, mouse alpha TC1 cells, single point, primary screen (AID 1053180); mouse alpha TC1 cells, Pax4 mRNA qPCR, 6 days; hits give high values; 100% = Pax4 plasmid added at qPCR; activation, % at 10 µM; 9,600 tested, 0.2% active;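 active = highest normalized replicate activity of 15 or more, or at least half the replicates reach 15 or more; inactive = neither condition met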;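 note: pax4 Ct normalized to GAPDH with activation seen as lower delta delta Ct; plate controls were plate neutral control wells for no effect and Pax4 plasmid positive control for full effect; each compound tested in two replicate wells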
# YAP1 CTGF inhibition: reduction of CTGF mRNA in DLD1 cells – DLD1 colon cancer cells, RT-qPCR, single point, primary screen (AID 743449); 9,900 tested, 0.9% active; inhibition, % at 12.5 µM; DLD1 CTGF mRNA qPCR, 24 h; hits give high values;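 active = mean normalized replicate activity at least 50 and at least half of replicates each reaching 50; inconclusive = only one of the two criteria met; inactive = neither criterion met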;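 note: 0% = neutral control wells and 100% = dasatinib control wells; higher means stronger suppression of CTGF expression like dasatinib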
# * = called active by the depositor; i = inactive; ? = inconclusive; · = not tested or not shown; & = joins results of further samples.
# The opening 3 records as a preview:
no.	canonical_smiles	Pax4 gene expression	YAP1 CTGF inhibition
1	COc1ccc(S(=O)(=O)N2CC3(CN(C(=O)CN(C)C)[C@@H](CO)c4c3c3ccc(OC)cc3n4C)C2)cc1	0.1	-70
2	COCC(=O)N1CC(=O)N2[C@H](CO)[C@H](c3ccc(-c4ccncc4)cc3)[C@@H]2C1	0.0	-4
3	COc1cccc(NC(=O)N[C@H]2C=C[C@H](CC(=O)NCc3ccncn3)O[C@H]2CO)c1	0.0	-39

# All compounds of this part, previewed entries included:
no.	canonical_smiles	Pax4 gene expression	YAP1 CTGF inhibition
1	COc1ccc(S(=O)(=O)N2CC3(CN(C(=O)CN(C)C)[C@@H](CO)c4c3c3ccc(OC)cc3n4C)C2)cc1	0.1	-70
2	COCC(=O)N1CC(=O)N2[C@H](CO)[C@H](c3ccc(-c4ccncc4)cc3)[C@@H]2C1	0.0	-4
3	COc1cccc(NC(=O)N[C@H]2C=C[C@H](CC(=O)NCc3ccncn3)O[C@H]2CO)c1	0.0	-39
4	O=C(Nc1ccccc1F)N[C@H]1CC[C@H](CCNC(=O)C2CC2)O[C@H]1CO	0.0	-6
5	C[C@H]1CCCCO[C@@H](CN(C)C(=O)CCC(F)(F)F)[C@@H](C)CN([C@@H](C)CO)C(=O)c2cc(NC(=O)C3CCCCC3)ccc2O1	0.0	14
6	Cc1cccc(S(=O)(=O)N[C@@H]2CC[C@@H](CCNC(=O)Nc3cc(F)ccc3F)O[C@@H]2CO)c1	0.0	-26
7	CC(=O)N1CC2(C1)[C@H](c1ccc(-c3ccc(F)cc3)cc1)[C@H](CO)N2CC1CC1	·	17
8	CCCNC(=O)N1CC2(C1)CN(C(=O)NC1CCCC1)[C@@H](CO)c1[nH]c3cc(OC)ccc3c12	0.0	21
9	N#Cc1cccc(-c2ccc3c(c2)[C@H]2[C@H](CCN2S(=O)(=O)c2ccc(F)cc2)[C@@H](CO)N3)c1	0.0	?
10	COc1ccc(S(=O)(=O)N2C[C@@H](O)COC[C@H]3O[C@@H](CC(=O)N[C@@H]4CCN(Cc5ccccc5)C4)CC[C@@H]32)cc1	0.0	-4
11	CC(C)NC(=O)Nc1ccc2c(c1)C(=O)N([C@H](C)CO)C[C@@H](C)[C@H](CN(C)C(=O)C1CCCCC1)OCCCC[C@@H](C)O2	0.0	-3
12	CCS(=O)(=O)N1CCC2(CC1)CN[C@H](CO)c1c2c2ccc(OC)cc2n1C	0.1	10
13	COc1ccc(NC(=O)N(C)C[C@H]2OCc3cnnn3CCCC(=O)N([C@H](C)CO)C[C@H]2C)c(OC)c1	0.0	16
14	O=C(CC(F)(F)F)N1C[C@@H]2[C@H](c3ccccc31)[C@H](CO)N2Cc1cccnc1	0.0	1
15	COc1ccc(-c2ccc([C@H]3[C@@H](CO)N4C(=O)CN(C(=O)Cc5ccccn5)C[C@@H]34)cc2)cc1	0.0	2
16	O=C(C[C@@H]1CC[C@@H](NS(=O)(=O)c2ccc(F)cc2)[C@@H](CO)O1)N1CCN(c2ccccc2)CC1	0.0	25
17	Cc1ccc(S(=O)(=O)Nc2ccc3c(c2)C(=O)N([C@H](C)CO)C[C@@H](C)[C@H](CN(C)Cc2ccc(C(F)(F)F)cc2)O3)cc1	0.0	-24
18	O=C(c1cc2c(c(-c3cccc(Br)c3)n1)[C@@H](CCO)NC2)N1CCCCC1	0.0	8
19	CN1C(=O)c2cc(NC(=O)Nc3ccccc3F)ccc2OC[C@@H]2O[C@H](CC(=O)NCCc3ccncc3)CC[C@H]21	0.0	-34
20	Cc1noc(C)c1NC(=O)N(C)C[C@H]1OCc2cn(nn2)CCCC(=O)N([C@@H](C)CO)C[C@@H]1C	0.0	-46

# Following part.
no.	canonical_smiles	Pax4 gene expression	YAP1 CTGF inhibition
21	COCCNC(=O)c1cc2c(c(-c3cccc(C4=CCCCC4)c3)n1)[C@@H](CCO)N([S@](=O)C(C)(C)C)C2	0.0	-11
22	CCS(=O)(=O)N1CC2(CN(Cc3ccccc3F)[C@H](CO)c3[nH]c4cc(OC)ccc4c32)C1	0.0	-36
23	C[C@@H]1CN([C@@H](C)CO)C(=O)c2cc(NS(=O)(=O)c3cn(C)cn3)ccc2O[C@H]1CN(C)S(=O)(=O)c1ccc(F)cc1	0.0	5
24	COc1cccc(C(=O)Nc2ccc3c(c2)C(=O)N(C)[C@H]2CC[C@H](CC(=O)NCc4ccc(F)cc4)O[C@@H]2CO3)c1	0.0	34
25	O=C(NC[C@H]1[C@H](c2ccccc2)[C@@H](CO)N1C(=O)Cc1ccncc1)C1CCC1	0.0	10
26	COc1ccc2c3c([nH]c2c1)[C@@H](CO)N(C(C)=O)CC31CCN(C(C)=O)CC1	0.0	-33
27	COCCN(C[C@@H]1[C@@H](c2ccccc2)[C@@H](CO)N1C(C)=O)C(=O)c1cccnc1	0.0	-30
28	C[C@@H]1CCCCO[C@H](CN(C)C(=O)CCC(F)(F)F)[C@@H](C)CN([C@H](C)CO)C(=O)c2cc(NC(=O)C3CCCCC3)ccc2O1	0.0	-10
29	CN(C)C(=O)c1ccc(-c2ccccc2[C@H]2[C@H](C#N)N(C(=O)C3CC3)[C@H]2CO)cc1	0.0	1
30	CC=Cc1ccc2n(c1=O)C[C@@H]1[C@@H](CO)[C@H](C(=O)NCC(F)(F)F)N(C(=O)c3cccnc3)[C@H]21 (mixture of isomers)	0.0	-50
31	Cc1noc(C)c1S(=O)(=O)N(C)C[C@@H]1OCCCC[C@@H](C)Oc2ccc(NS(=O)(=O)c3cn(C)cn3)cc2C(=O)N([C@@H](C)CO)C[C@H]1C	0.0	-14
32	C[C@@H]1CN([C@H](C)CO)C(=O)CCCn2nncc2CO[C@H]1CN(C)Cc1cccc2c1OCCCO2	0.0	-14
33	CC(=O)N1[C@H](CO)[C@@H](c2ccccc2)C12CN(S(=O)(=O)c1ccccc1)C2	·	-17
34	C/C=C/c1ccc([C@@H]2[C@@H](C#N)N(c3nc(CC)cs3)[C@H]2CO)cc1	0.0	22
35	CN1C(=O)c2cc(NC(=O)c3cnccn3)ccc2OC[C@H]2O[C@@H](CC(=O)N[C@H]3CCN(Cc4ccccc4)C3)CC[C@@H]21	0.0	-4
36	CCC(=O)N1CC2(C1)[C@@H](c1ccc(-c3cccc(C)c3)cc1)[C@H](CO)N2S(C)(=O)=O	·	40
37	CNC[C@H]1OCCCC[C@H](C)Oc2ccc(NC(=O)Nc3ccc(OC)cc3)cc2C(=O)N([C@@H](C)CO)C[C@@H]1C	0.0	-18
38	CCCNC(=O)C[C@@H]1CC[C@H]2[C@@H](COC[C@@H](O)CN2Cc2ccncc2)O1	0.0	6
39	C[C@@H]1CN([C@H](C)CO)C(=O)CCCn2nncc2CO[C@@H]1CN(C)C(=O)Nc1cccc(Oc2ccccn2)c1	0.0	-25
40	N#C[C@H]1[C@H](c2ccccc2-c2ccccc2)[C@@H](CO)N1C(=O)Cc1ccncc1	0.0	16

# A second format for two compounds above:
# Fields – Pax4 gene expression	YAP1 CTGF inhibition
32) C[C@@H]1CN([C@H](C)CO)C(=O)CCCn2nncc2CO[C@H]1CN(C)Cc1cccc2c1OCCCO2
    0.0	-14
33) CC(=O)N1[C@H](CO)[C@@H](c2ccccc2)C12CN(S(=O)(=O)c1ccccc1)C2
    ·	-17

# The list goes on:
no.	canonical_smiles	Pax4 gene expression	YAP1 CTGF inhibition
41	CCC(=O)N1[C@@H](CO)[C@@H]2c3ccccc3N(S(=O)(=O)c3ccc(F)cc3)C[C@@H]21	0.0	-4
42	O=C(NCc1ccccc1)[C@H]1[C@H](CO)[C@H]2Cn3c(cccc3=O)[C@@H]1N2C(=O)Cc1ccccn1	0.0	22
43	C[C@@H]1CN([C@@H](C)CO)C(=O)c2cccc(NC(=O)C3CCOCC3)c2O[C@H]1CN(C)C(=O)Nc1cccc2ccccc12	0.0	-7
44	COc1ccc2c3c([nH]c2c1)[C@H](CO)NCC31CCN(C(=O)C2CCOCC2)CC1	0.0	-8
45	C[C@@H]1CCn2nncc2COC[C@H]2CCCN2C1=O	0.0	8
46	CC(=O)N1[C@H](CO)[C@H](c2ccccc2)[C@H]1CN(CC1CCC1)C(=O)CN(C)C	0.0	-8
47	N#C[C@H]1[C@H](c2ccccc2C2=CCCCC2)[C@@H](CO)N1S(=O)(=O)c1ccccc1	3.3	i
48	C/C=C/c1ccc([C@H]2[C@@H](CO)N(C(=O)NC3CCCCC3)[C@H]2C#N)cc1	0.0	6
49	COCC(=O)N1CC(=O)N2[C@H](CO)[C@@H](c3ccc(-c4ccncc4)cc3)[C@H]2C1	0.0	23
50	Cc1noc(C)c1S(=O)(=O)Nc1ccc2c(c1)C(=O)N([C@@H](C)CO)C[C@@H](C)[C@H](CN(C)Cc1ccc(C(=O)O)cc1)OCCCC[C@@H](C)O2	0.0	4
51	CCCNC(=O)N[C@@H]1C=C[C@H](CC(=O)N2CCN(C)CC2)O[C@@H]1CO	0.0	-7
52	Cc1noc(C)c1NC(=O)Nc1ccc2c(c1)CC(=O)N([C@H](C)CO)C[C@@H](C)[C@@H](CN(C)Cc1ccc(C(F)(F)F)cc1)O2	0.0	28
53	CN1C(=O)c2cc(NC(=O)c3cscn3)ccc2OC[C@H]2O[C@H](CC(=O)N3CCOCC3)CC[C@@H]21	0.0	0
54	C[C@H](CO)N1C[C@H](C)[C@@H](CN(C)C(=O)Nc2ccc3c(c2)OCCO3)OCc2cnnn2CCCC1=O	0.0	-8
55	COCCN(C[C@@H]1[C@@H](c2ccccc2)[C@H](CO)N1C(=O)C1CC1)C(C)=O	0.0	-9
56	CCCC#Cc1ccc([C@@H]2[C@H]3CN(CCC)CCCCN3[C@H]2CO)cc1	0.0	-17
57	C[C@@H]1CN([C@H](C)CO)C(=O)c2cc(C#CC3(O)CCCC3)cnc2O[C@H]1CN(C)S(=O)(=O)c1cccc(F)c1	0.0	-5
58	CO[C@H]1CC[C@@H]2CCN(C)C(=O)[C@@H](C)N(C)C(=O)c3cccc(C#N)c3OC[C@H]1O2	0.0	-19
59	C[C@@H]1CN([C@@H](C)CO)C(=O)c2cc(Br)cnc2O[C@@H]1CN(C)Cc1ccc(Oc2ccccc2)cc1	0.0	-32
60	CO[C@@H]1CN(C)C(=O)c2cc(NC(C)=O)ccc2OC[C@@H](C)N(C(=O)Cc2ccccn2)C[C@H]1C	0.0	-22

# Further compounds follow:
no.	canonical_smiles	Pax4 gene expression	YAP1 CTGF inhibition
61	COc1cccc(NC(=O)N[C@@H]2C=C[C@@H](CC(=O)NCc3ccncn3)O[C@@H]2CO)c1	0.0	-21
62	Cc1ccc(-c2ccc(C3[C@H]4CNC[C@@H]3N4C(=O)NC(C)C)cc2)cc1 (stereo partly specified)	0.0&0.0	0&25
63	CC(C)(C)[S@](=O)N1Cc2cc(C(=O)NC3CCC3)nc(-c3cccc(Br)c3)c2[C@@H]1CCO	0.0	16
64	NCC[C@H]1CC[C@@H](NC(=O)NC2CCCCC2)[C@H](CO)O1	0.0	53*
65	O=C(C[C@H]1C=C[C@@H](NC(=O)C2CCC2)[C@H](CO)O1)NC1CCCCC1	0.0	9
66	OC[C@@H]1[C@@H](c2ccccc2)C2(CN(Cc3ccc4c(c3)OCO4)C2)N1Cc1ccccc1	·	-164
67	CNC[C@@H]1Oc2cc(C3=CCCC3)ccc2S(=O)(=O)N([C@@H](C)CO)C[C@H]1C	0.0	-12
68	C=C(C)C[C@H]1CCn2nncc2COCCNC1=O	0.0	-32
69	Cn1cnc(S(=O)(=O)N[C@@H]2CC[C@@H](CC(=O)NCC3CCCCC3)O[C@H]2CO)c1	0.0	-17
70	O=C(C[C@@H]1CC[C@H]2[C@@H](COC[C@H](O)CN2Cc2ccc(F)cc2)O1)NCCc1ccccc1	0.0	-3
71	CO[C@@H]1CC[C@H]2CCN(C)C(=O)[C@@H](C)N(C)C(=O)c3cccc(C#N)c3OC[C@H]1O2	0.0	9
72	O=C(C[C@@H]1CC[C@@H]2[C@H](COC[C@@H](O)CN2C(=O)c2cnccn2)O1)NCc1ccc(Cl)cc1	0.0	-6
73	C[C@H]1CN([C@@H](C)CO)C(=O)CCCn2nncc2CO[C@@H]1CN(C)C(=O)Nc1ccc(-c2cccs2)cc1	0.0	-4
74	O=C(CN1CCOCC1)N[C@H]1CC[C@@H](CCn2cc(C3CC3)nn2)O[C@@H]1CO	0.0	-18
75	CCCNC(=O)N(C)C[C@@H]1Oc2cc(C#C[C@H](C)O)ccc2S(=O)(=O)N([C@@H](C)CO)C[C@@H]1C	0.0	-16
76	COc1ccccc1S(=O)(=O)N(C)C[C@H]1OCc2cn(nn2)CCCC(=O)N([C@@H](C)CO)C[C@@H]1C	0.0	-17
77	Cn1cnc(S(=O)(=O)N[C@@H]2CC[C@H](CC(=O)NCC3CCCCC3)O[C@@H]2CO)c1	0.0	-17
78	CO[C@@H]1CN(C)C(=O)c2ccc(N)cc2OC[C@@H](C)NC[C@H]1C	0.0	0
79	CCN1[C@H](C(=O)NCCOC)[C@@H](CO)[C@@H]2Cn3c(ccc(-c4ccc(C(=O)N(C)C)cc4)c3=O)[C@@H]21	0.0	3
80	Cn1cnc(CCNC(=O)C[C@H]2CC[C@@H]3[C@H](COC[C@@H](O)CN3C(=O)Nc3ccc(C(F)(F)F)cc3)O2)c1	0.0	-14
81	C[C@H]1CN([C@@H](C)CO)C(=O)c2c(c3ccccc3n2C)-c2ccccc2CO[C@H]1CN(C)Cc1cccc(C(F)(F)F)c1	0.2	27
82	O=C(C[C@H]1C[C@H]2c3cc(NS(=O)(=O)c4ccc(F)cc4)ccc3O[C@H]2[C@@H](CO)O1)N1CCc2ccccc2C1	0.0	30
83	O=C(N[C@H]1CC[C@H](CCn2cc(-c3ccccc3F)nn2)O[C@@H]1CO)c1ccc2c(c1)OCO2	0.0	4

# Source: PubChem BioAssay

# An excerpt; rates above refer to the full screens.
